# Screening results from PubChem BioAssay.
# Hck-Nef inh: inhibitors of human Hck kinase activated by Nef; Recombinant Hck-YEEI plus Nef, Z-Lyte FRET kinase assay; P08631; actives 0.68% (n = 220,000); AID 463187; inhibition, % at 20 µM;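 active = Hck-Nef kinase inhibition above about 50%, limit read from the data; inactive = inhibition below that limit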;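 also: 0% = DMSO with Hck plus Nef and 100% = Hck alone without Nef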
# Runt-SMMHC FRET: Runt domain-CBFb-SMMHC interaction inhibition | Cerulean-Runt/Venus-CBFb-SMMHC FRET ratio 530/480, 1 h | actives 0.74% (n = 220,000) | AID 1434 | inhibition, % at 20 µM | Q01196+Q13951;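 active = mean inhibition across duplicate retests at 20 µM reaching about 50%, limit read from the data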;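 also: 0% = DMSO wells and 100% = wells with excess untagged CBFb-SMMHC; inhibitors lower the FRET ratio by blocking Runt binding to CBFb-SMMHC; some results filed as inactive read as strong as hits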
# Wee1 stabilizer: blocks degradation of human Wee1 kinase. P30291. HeLa Luc-Wee1K328M stability, luciferase luminescence; 100% = proteasome inhibitor MG132 effect. reporter increase, % at 5 µM. actives 1.2% (n = 220,000). AID 1321;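 active = activation above the mean of all tested compounds plus 3 SD, set per screening run, cut at about 8.8% in these data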;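 also: cells exposed to compound for 20 h before luminescence read; 0% = DMSO alone and 100% = MG132 at 30 µM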
# Target sequence (P30291 whole entry K328M): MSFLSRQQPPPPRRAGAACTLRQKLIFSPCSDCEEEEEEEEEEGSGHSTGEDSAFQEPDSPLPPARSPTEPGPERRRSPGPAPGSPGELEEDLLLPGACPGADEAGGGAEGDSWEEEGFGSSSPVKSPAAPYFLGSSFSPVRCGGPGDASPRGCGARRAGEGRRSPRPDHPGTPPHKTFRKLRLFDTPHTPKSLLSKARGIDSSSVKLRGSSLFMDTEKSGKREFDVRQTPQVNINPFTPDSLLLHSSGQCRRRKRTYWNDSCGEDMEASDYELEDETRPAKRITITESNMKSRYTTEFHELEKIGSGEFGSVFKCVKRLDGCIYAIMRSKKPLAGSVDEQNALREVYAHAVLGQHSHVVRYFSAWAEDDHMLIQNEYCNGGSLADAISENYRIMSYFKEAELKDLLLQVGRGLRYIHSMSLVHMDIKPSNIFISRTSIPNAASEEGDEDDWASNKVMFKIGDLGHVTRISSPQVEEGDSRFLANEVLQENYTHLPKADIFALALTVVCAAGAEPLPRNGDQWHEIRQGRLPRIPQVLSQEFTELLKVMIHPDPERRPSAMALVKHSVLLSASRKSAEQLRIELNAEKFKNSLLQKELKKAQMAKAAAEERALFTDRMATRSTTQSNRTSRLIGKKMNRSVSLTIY
# FXIa inh 1536: factor XIa (human) inhibition; P03951; purified FXIa, Boc-Glu-Ala-Arg-AMC fluorogenic substrate; inhibition, % at 5 µM; actives 0.14% (n = 220,000); AID 798;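 active = inhibition of at least 40%; inactive = inhibition below 40%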;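 also: fluorescence of freed AMC excited at 355 nm; 0% = enzyme without compound and 100% = no enzyme blank; many of its hits are not listed in these tables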
# 14-3-3 Bad inh: disrupts binding of bovine 14-3-3 zeta to phospho-Bad peptide; P63103; TR-FRET 14-3-3zeta/Dy647-pBad peptide displacement, 1 h; inhibition, % at 21.7 µM; actives 0.71% (n = 220,000); AID 781;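 active = inhibition above about 70%, limit read from the data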;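 also: 0% = full 14-3-3 plus peptide FRET controls and 100% = background without 14-3-3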
# FXIIa inh: factor XIIa (human) inhibition; P00748; purified FXIIa, Boc-QGR-AMC fluorogenic substrate, 2 h; inhibition, % at 5 µM; actives 0.3% (n = 220,000); in the data active = inhibition above about 40%;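 also: 0% = enzyme with no compound and 100% = blank without enzyme; many of its hits are not listed in these tables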
# Thrombin inh: inhibitors of human thrombin | inhibition, % at 5 µM | P00734 | actives 0.26% (n = 220,000) | alpha-thrombin, Boc-VPR-AMC fluorogenic substrate cleavage;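 active = inhibition at or above 40%; inactive = inhibition below 40%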;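 also: 0% = enzyme with no compound and 100% = wells without enzyme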
#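 Test system: human alpha-thrombin protein / Dosing: one concentration per compound, 5 µM, with 0.2% DMSO / Medium: pH 7.5 Tris-saline with Tween 20 / Benchmarks: no-compound enzyme wells and no-enzyme blanks / Read-out basis: percent inhibition of thrombin substrate cleavage / Timing: reaction at room temperature / Measured by: fluorescence, ex 355 nm, em 460 nm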
# hK5 inh: inhibitors of human kallikrein 5; inhibition, % at 5 µM; actives 0.59% (n = 210,000); Q9Y337; AID 873; recombinant hK5, fluorogenic AMC substrate cleavage;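 active = inhibition of 40% or more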;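 also: 0% = enzyme controls without compound and 100% = no-enzyme blanks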
# Target sequence (Q9Y337 67-293 limits assumed): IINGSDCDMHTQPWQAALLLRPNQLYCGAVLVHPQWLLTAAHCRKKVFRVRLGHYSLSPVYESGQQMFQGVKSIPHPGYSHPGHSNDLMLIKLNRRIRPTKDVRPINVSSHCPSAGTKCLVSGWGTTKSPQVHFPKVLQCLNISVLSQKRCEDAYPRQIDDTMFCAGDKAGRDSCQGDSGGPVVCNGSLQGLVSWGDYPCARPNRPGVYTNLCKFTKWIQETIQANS
# Runt-CBFb FRET: inhibitors of human RUNX1 Runt domain binding to CBFb | Q01196+Q13951 | Cerulean-Runt/Venus-CBFb FRET ratio 530/480, 1 h | inhibition, % at 20 µM | actives 0.46% (n = 220,000);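 active = inhibition over about 50% at 20 µM in the single-dose screen, limit read from the data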;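 also: 0% = DMSO wells and 100% = excess unlabeled CBFb competitor control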
#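 test system = Cerulean-Runt domain fusion protein, energy donor | probe or stimulus = Venus-CBFb binding partner, 100 nM | incubation = two 1 h room-temperature incubations shielded from light | detection = fluorescence energy transfer, 422 nm excitation, 530/480 nm emission | measure = loss of energy transfer signal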
# * marks the source's active call; other numbers are inactive results; . = no result given; [ ] = remark or other dose.
SMILES,Hck-Nef inh,Runt-SMMHC FRET,Wee1 stabilizer,FXIa inh 1536,14-3-3 Bad inh,FXIIa inh,Thrombin inh,hK5 inh,Runt-CBFb FRET
CCc1ccc(N(C2C=CS(=O)(=O)C2)S(=O)(=O)c2ccc(C)cc2)cc1 (stereo not drawn),5,0,-2,3,-2,10,-4,2,3
COc1cc(OC)cc(C(=O)NC2CCN(Cc3nnnn3Cc3ccc(F)cc3)CC2)c1,14,0,-1,-1,-3,7,-10,4,-2
COCc1cc(C)nc2sc(C(=O)N3CCCCC3)c(N)c12,-1,1,-1,-22,4,9,-6,4,1
O=C(NC(=S)Nc1ccc(N2CCCCC2)cc1)c1ccco1,1,2,4,5,-11[fluorescence artefact?],-4,2,0,3
Nc1nc(N)c(N=Nc2ccc(S(N)(=O)=O)cc2)c(=O)[nH]1,6,-1,-1,-8,-5,5,-3,-6,-2
COc1ccc(CN(Cc2cc3cc(OC)c(OC)cc3[nH]c2=O)C(=O)NC2CCCCC2)cc1,1,-2,-1,6,30,13,7,-29,-13
Cc1cccc(NC(=S)N2N=CCC2c2ccccc2)c1 (stereo not drawn),-11,-3,0,0,-7,12,2,-5,0
Brc1ccc(-c2csc(/N=C/N3CCCC3)n2)cc1,-15,-3,3,-7,-6,9,-6,-4,-5
O=C(COc1ncnc2ccccc12)Nc1cc([N+](=O)[O-])ccc1Cl,20,2,-3,2,-21,12,3,5,-2
CC(=O)NN=C1CCC(c2ccccc2)CC1 (stereo not drawn),6,-5,4,7,-1,13,2,-6,-1
Cc1ccccc1CN1CCN(C/C=C/c2ccccc2)CC1,-1,-3,2,2,0[fluorescence artefact?],15,4,-6,1
COc1cc(/C=C2/C(=N)N3C(c4ccccc4)=CSC3=NC2=O)ccc1OCC(=O)O,79*,-16,0,0,6,5,-6,-1,-1
Cc1cccc(C)c1OCc1nc2ccccc2c(=O)n1/N=C/c1ccc(OCC(=O)O)cc1,8,-1,-1,9,-6,14,-2,-7,-4
Cc1ccc(CN2CCN(Cc3ccccc3C(F)(F)F)CC2)cc1,2,-2,-2,8,81*,18,3,-11,-2
COc1ccc(C(=O)COc2ccccc2C(=O)Nc2ccccc2)cc1,3,4,-3,-2,2,6,-4,.,0
COc1ccc(CCNC(=O)/C(=C/c2cccnc2)NC(=O)c2ccccc2)cc1,2,6,2,-10,6[fluorescence artefact?],-1,-8,-20,2
O=c1[nH]c2ccc(NS(=O)(=O)c3ccc([N+](=O)[O-])cc3)cc2[nH]1,-28,-2,-1,-9,-2,-6,-4,-26,-1
CNC(C)c1ccc(S(N)(=O)=O)cc1 (stereo not drawn),12,2,1,11,-15,2,0,-7,0
CCOC(=O)COC(=O)c1ccc(O)cc1,5,-1,6,-5,-6,7,-4,-5,1
Cc1cc(C)nc(N/N=C/c2cc(C)n(CC(F)(F)F)c2C)n1,21,3,-2,10,-18,6,-1,6,-1
Cc1nc(Nc2ccc3c(c2)OCCO3)c2oc3ccccc3c2n1,-24,-1,3,-3,73*,10,-2,-25,1
CCC(c1nnnn1C(C)(C)C)N1CCN(C2CCCC2)CC1 (stereo not drawn),0,-2,-1,-9,-7,8,-1,-25,1
Cc1ccc2c(c1)CCCN2C(=O)NC1CCCCC1,4,2,0,4,7,10,1,13,0
CN(c1ccccc1)S(=O)(=O)c1cccc(NC(=O)CSc2nncn2C)c1,4,6,0,1,-16,14,1,-17,-1
CCOC(=O)c1c(NC(=S)Nc2ccccc2C)sc2c1CCC2,-2,4,3,-14,-19,-3,-4,6,10
Cc1cccc(C)c1NC(=O)C1(NC(=O)C2CCC(=O)N2)CCCCC1 (stereo not drawn),2,3,4,9,0[fluorescence artefact?],14,-7,-15,0
CCN(CC)c1nc2cc(OC)ccc2cc1C#N,9,40,1,1,5,11,-3,1,11
N#Cc1cccc(NC(=O)CSc2ccc3c4c(cccc24)C(=O)c2ccccc2-3)c1,30,-163,0,1,52,5,0,-8,-46
Cc1ccc(-n2cnc(=O)c3cccnc32)cc1,1,-6,-2,3,-14[fluorescence artefact?],7,5,-9,-1
CC(NC(=O)COC(=O)[C@@H]1CCCN1S(=O)(=O)c1ccccc1F)C12CC3CC(CC(C3)C1)C2 (stereo partly drawn),-6,-1,2,9,-4[fluorescence artefact?],5,-6,-14,-5
O=C(NCC1CCCO1)c1ccc(NS(=O)(=O)c2ccccc2)cc1 (stereo not drawn),11,1,2,3,-6,11,2,.,1
COc1cc(OC)cc(C2=NC3(CCC(C)CC3)NC2=S)c1 (stereo not drawn),3,0,0,7,-8,1,-2,-24,2
O=C(CC1NCCNC1=O)Nc1ccccc1 (stereo not drawn),-13,3,2,-2,-9,3,-4,-1,0
Cc1ccc(N(Cc2ccc(C(=O)Nc3c(C)n(C)n(-c4ccccc4)c3=O)cc2)S(C)(=O)=O)cc1C,9,0,0,-2,-10,9,5,-4,-1
Nc1ccc(-c2sc(N)nc2-c2ccccc2)cc1,1,1,1,8,-7,8,2,-16,7
Cc1ccc(CN2CCN(Cc3cnc(C)[nH]3)CC2CCO)cc1 (stereo not drawn),-4,1,0,3,-12,7,-4,4,1
COc1ccc(CCNC(=O)CN2CCN(Cc3ccc(F)cc3)C2=O)cc1OC,-1,-3,-3,-10,-7,3,-7,0,3
COc1ccccc1NS(=O)(=O)c1cc(NC(=O)c2ccc(Cl)nc2)ccc1Cl,4,-7,6,-7,-9,6,-5,-10,0
Cc1ccccc1NC(=O)CS(=O)(=O)c1cn(CC(=O)N2CCOCC2)c2ccccc12,15,1,-1,-2,-4,3,-10,2,-1
Cc1ccc(CCNC(=O)c2ccc(CS(=O)(=O)Cc3ccccc3F)o2)cc1,0,-1,-3,-13,1,-26,-1,-7,-1

# Quoted from the listing.
# For hK5 inh, COc1cc(OC)cc(C2=NC3(CCC(C)CC3)NC2=S)c1 (stereo not drawn) shows -24
# For FXIa inh 1536, CCOC(=O)c1c(NC(=S)Nc2ccccc2C)sc2c1CCC2 shows -14

# Next part
SMILES,Hck-Nef inh,Runt-SMMHC FRET,Wee1 stabilizer,FXIa inh 1536,14-3-3 Bad inh,FXIIa inh,Thrombin inh,hK5 inh,Runt-CBFb FRET
Cc1ccc(S(=O)(=O)NCC(=O)OCc2ccccc2Br)cc1,-4,-1,1,1,-6,7,5,.,-3
CCOc1ccc(C(=O)N(CN2CCCC2=O)c2ccccc2)cc1,1,-8,13*,3,6[fluorescence artefact?],11,3,8,-1
Clc1ccccc1OCc1nnc(-c2ccccc2Br)o1,2,-5,0,7,-11,17,4,-7,-2
CCCN(Cc1cc2cc(C)ccc2[nH]c1=O)S(C)(=O)=O,3,3,-1,-20,5,6,-1,-31,-3
O=C(Cn1cnc2ccccc21)N1CCN(S(=O)(=O)c2ccccc2)CC1,-2,-1,2,-1,-4,4,0,-2,0
Cc1ccc(NC(=O)NNC(=O)C2CCN(Cc3ccc(F)cc3Cl)CC2)cc1,22,0,-3,-2,-4,11,-2,2,0
Oc1c(-c2cc(-c3ccco3)[nH]n2)ccc2ccccc12,0,2,5,-3,7,-12,-4,-6,5
Cc1nn(CCCC(=O)NCCc2ccccc2)c(C)c1[N+](=O)[O-],-1,2,1,-10,1,4,-8,-5,-1
Cc1cccc(CN2CCN(C(=O)CCc3nnc(C4CCCCC4)o3)CC2)c1,14,1,-2,-4,-4,2,-14,-6,-3
COc1ccc(-c2nc3ncccn3c2Nc2ccccc2)cc1,17,-12,-1,-1,-9,11,-4,5,-1
COc1cc(OC)cc(C(=O)Oc2c(CN3CCOCC3)cc(Cl)c3cccnc23)c1,7,1,1,11,-10,5,2,-1,-2
O=C(Nc1ccc(S(=O)(=O)N2CCCC2)cc1)c1ccc(CN2CCc3ccccc3C2)cc1,-1,-1,3,-10,0,-4,-4,2,0
O=C(NC1CCCCC1)N1CCc2ccccc21,0,2,-1,-4,3,-6,-2,5,1
COc1ccc(C2NC(=S)NC(C)=C2C(=O)Nc2ccccn2)cc1 (stereo not drawn),20,4,-3,-1,-18,7,-1,5,2
Cc1ccnc2nc(C(=O)Nc3cc(Cl)ccc3N3CCOCC3)nn12,1,2,-2,0,-8,8,-2,-48,0
O=C(CCCOc1ccc(Cl)cc1Cl)N1CCc2ccccc2C1,-8,-9,0,10,5,10,23,29,-8
O=C(O)CN1C(=O)C2C3CC(C2C1=O)C1C(c2ccccc2)c2sc(=O)[nH]c2SC31 (stereo not drawn),2,34,0,3,-7,7,-8,-21,42
Nc1ccc(C(=O)N/N=C\C=C\c2cccc([N+](=O)[O-])c2)cc1,10,-1,1,4,-2,13,-12,-3,0
O=C(CCN1C(=O)c2ccncc2C1=O)Nc1ccc(F)cc1,2,4,2,-3,-16,13,4,-19,0
CCCC12CN3CC(CCC)(CN(C1)C3C(O)C(O)C(O)CO)C2=O (stereo not drawn),1,-6,2,-5,-9[fluorescence artefact?],7,-3,-27,-2
C=CCOC(=O)C1=C(C)Nc2nnnn2C1c1ccc(OC)cc1OC (stereo not drawn),4,1,0,-11,-1,-2,-8,0,1
CCOC(=O)c1c(-c2ccccc2)nc2c(C)cccn12,2,1,0,3,-9,7,4,-12,-3
O=C(COC(=O)c1cccc(S(=O)(=O)N2CCN(c3ccccc3)CC2)c1)NCc1ccco1,5,-3,-1,3,3[fluorescence artefact?],18,1,-30,-5
O=C1N/C(=N/N=C/c2ccc(F)cc2)SC1c1ccccc1 (stereo not drawn),16,1,0,4,-4,11,-4,6,1
CCOC(=O)N1CCN(S(=O)(=O)c2ccc(OCC)c3ccccc23)CC1,-1,0,-1,-8,-1,5,-3,-21,-4
CC(=O)OCC(=O)Nc1c(C)cccc1C,0,-4,2,-8,-1,-1,0,-15,.
COc1ccc(-c2nc(Cn3c(SCc4ccc(C)cc4)nc4ccncc43)c(C)o2)cc1OC,1,-5,0,0,4,12,-1,-4,0
O=C1CCCCCN1Sc1ccccc1,-1,23,-2,-12,0,-7,-5,27,32
C/C(CC(=O)NCCN1CCOCC1)=N\NC(=O)c1ccncc1,19,0,2,-1,8,3,-4,-1,-2
N#C/C(=C\c1cccs1)C(=O)c1ccccc1,26,6,2,3,3,10,-3,4,6
Cc1ccc(-c2nnn(CC(=O)N(CC(=O)NCC3CCCO3)c3ccc(F)c(Cl)c3)n2)o1 (stereo not drawn),-2,1,-2,3,-2,14,2,-18,-1

# Results in hK5 inh and FXIa inh 1536, for six of the compounds above:
SMILES	hK5 inh	FXIa inh 1536
Oc1c(-c2cc(-c3ccco3)[nH]n2)ccc2ccccc12	-6	-3
Cc1nn(CCCC(=O)NCCc2ccccc2)c(C)c1[N+](=O)[O-]	-5	-10
Cc1cccc(CN2CCN(C(=O)CCc3nnc(C4CCCCC4)o3)CC2)c1	-6	-4
COc1ccc(-c2nc3ncccn3c2Nc2ccccc2)cc1	5	-1
COc1cc(OC)cc(C(=O)Oc2c(CN3CCOCC3)cc(Cl)c3cccnc23)c1	-1	11
O=C(Nc1ccc(S(=O)(=O)N2CCCC2)cc1)c1ccc(CN2CCc3ccccc3C2)cc1	2	-10
